TIM10 inh – inhibits growth of TIM10 yeast strain; S. cerevisiae TIM10 strain growth, BacTiter-Glo luminescence, 24 h; inhibition, % at 10 µM; actives 1.4% (n = 330,000);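 active = inhibition of 40% or more at the single tested concentration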;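 also: wild-type TIM10 isogenic control strain grown at permissive 25 °C; 0% = DMSO yeast wells and 100% = minimal medium wells without yeast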
MIN6 prolif – MIN6 beta-cell proliferation induction; MIN6 cells proliferation, ATPlite luminescence, 48 h; cells starved in 0.2% serum; 100% = growth in 10% serum; proliferation, % at 10 µM; actives 0.29% (n = 330,000); AID 2380;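 active = compounds whose signal lies at least 3.5 SD above the mean of all wells on their plate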;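 also: 0% = DMSO-treated cells in low-serum medium and 100% = 10% serum control; some compounds called inactive have numbers as strong as hits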
NLRP3 yeast inh – inhibitors of NALP3 inflammasome in yeast; Yeast reconstituted NLRP3/ASC/caspase-1, beta-gal luminescence, 24 h; inhibition, % at 10 µM; actives 0.39% (n = 330,000); AID 2825;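 active = inhibition of 50% or more; inactive = inhibition below 50%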;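 also: plate controls were induced DMSO wells for no effect and uninduced yeast grown without galactose for full effect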
A3G deaminase – inhibitors of human APOBEC3G DNA deaminase | AID 493012 | inhibition, % at 20 µM | actives 0.28% (n = 330,000) | Q9HC16 | recombinant A3G, ssDNA deamination FAM/TAMRA fluorescence;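 active = inhibition of at least 40% at 20 µM, with no more than 30% in the related APOBEC3A deaminase screen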;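 also: plate controls were DMSO wells with A3G for no effect and wells lacking A3G enzyme for full effect; some compounds called inactive have numbers as strong as hits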
Target sequence (Q9HC16 whole entry, looked up): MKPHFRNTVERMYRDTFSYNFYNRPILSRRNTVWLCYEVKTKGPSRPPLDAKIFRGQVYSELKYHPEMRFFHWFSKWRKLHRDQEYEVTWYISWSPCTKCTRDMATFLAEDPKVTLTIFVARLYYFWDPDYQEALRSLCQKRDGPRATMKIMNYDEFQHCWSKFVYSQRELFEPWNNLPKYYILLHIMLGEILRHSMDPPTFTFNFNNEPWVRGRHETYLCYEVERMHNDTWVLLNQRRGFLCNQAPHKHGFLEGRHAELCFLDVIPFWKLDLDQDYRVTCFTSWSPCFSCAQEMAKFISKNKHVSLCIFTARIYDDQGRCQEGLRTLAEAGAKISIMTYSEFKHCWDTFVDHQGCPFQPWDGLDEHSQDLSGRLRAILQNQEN
mIAP activ – increases mouse intestinal alkaline phosphatase activity; AID 2805; activation factor at 10 µM; muIAP, CDP-Star luminescence, 30 min; active compounds read high; 1 = vehicle-only enzyme signal, 0 = enzyme-free wells; actives 0.24% (n = 330,000);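 active = activation factor of at least 2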; also: the source names both 10 and 20 µM as test concentration; values of inactives mirror those of a sister screen read the other way
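Assay system: mouse IAP enzyme; Reagent: CDP-Star chemiluminescent phosphatase substrate; Compound: DMSO-dissolved test compounds; Incubation: 30 min, room temperature; Technique: luminescence from enzymatic CDP-Star hydrolysis; Controls: DMSO-only wells and no-enzyme negative control.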
APOBEC3A inh – inhibitors of human APOBEC3A DNA deaminase | recombinant A3A, FAM/TAMRA ssDNA deamination fluorescence | inhibition, % at 20 µM | actives 0.41% (n = 330,000);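 active = at least 40% inhibition at 20 µM here, with at most 30% in a related deaminase screen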;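 also: plate controls were A3A with DMSO for no effect and wells lacking A3A enzyme for full effect; some results filed as inactive read as strong as hits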
hIAP block – blocks human intestinal alkaline phosphatase | purified IAP, CDP-Star luminescence, 30 min | actives 0.12% (n = 330,000) | inhibition, % at 10 µM | P09923;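 active = inhibition reaching a set limit with compound at 10 µM in the primary screen, cut at about 35% in these data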;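 also: plate controls were DMSO wells with enzyme for no effect and no-enzyme buffer wells for full effect; values of inactives mirror those of a sister screen read the other way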
Target sequence (P09923 whole entry, looked up): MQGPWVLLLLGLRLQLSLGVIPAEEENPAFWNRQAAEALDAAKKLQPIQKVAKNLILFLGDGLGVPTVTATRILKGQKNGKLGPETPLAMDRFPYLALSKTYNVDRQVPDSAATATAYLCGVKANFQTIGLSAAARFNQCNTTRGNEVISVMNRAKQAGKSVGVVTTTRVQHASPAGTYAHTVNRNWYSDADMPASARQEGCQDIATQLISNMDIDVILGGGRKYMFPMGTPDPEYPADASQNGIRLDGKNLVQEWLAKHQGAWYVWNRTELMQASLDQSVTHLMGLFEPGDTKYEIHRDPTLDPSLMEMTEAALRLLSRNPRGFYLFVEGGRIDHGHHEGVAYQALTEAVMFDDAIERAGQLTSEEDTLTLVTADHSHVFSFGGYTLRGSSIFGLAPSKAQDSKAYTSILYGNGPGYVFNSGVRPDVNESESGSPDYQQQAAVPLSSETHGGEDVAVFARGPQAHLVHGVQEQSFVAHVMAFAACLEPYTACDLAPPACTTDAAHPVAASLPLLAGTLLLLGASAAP
mIAP block – blocks mouse intestinal alkaline phosphatase | purified mouse IAP, CDP-Star luminescence, 30 min | inhibition, % at 10 µM | actives 0.2% (n = 330,000) | AID 2806;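 active = inhibition of at least 40% at 10 µM in the primary screen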;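 also: plate controls were DMSO with enzyme for no effect and no enzyme wells for full effect; values of inactives mirror those of a sister screen read the other way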
tim10-1 inh – tim10-1 yeast growth inhibition; S. cerevisiae tim10-1 ts strain growth, BacTiter-Glo, 24 h; inhibition, % at 20 µM; actives 2.2% (n = 330,000); AID 463190;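 active = inhibition of at least 40%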;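 also: mutant grown at 25 °C; 0% = DMSO wells with yeast and 100% = wells holding no yeast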
* marks the source's active call; other numbers are inactive results; · = no result given.

SMILES	TIM10 inh	MIN6 prolif	NLRP3 yeast inh	A3G deaminase	mIAP activ	APOBEC3A inh	hIAP block	mIAP block	tim10-1 inh
O=C(CSc1nnc(NC(=O)c2ccc(F)cc2)s1)NC1CC1	-8	-2	17	-1	1	1	-7	-4	25
O=C(COC(=O)c1ncc(Cl)c(Cl)c1Cl)Nc1ccc(Cl)cn1	0	-1	12	-6	0.95	0	-18	5	-14
C[C@]12C=CC(=O)C=C1CC[C@@H]1[C@@H]2[C@@H](O)C[C@@]2(C)[C@H]1CC[C@]2(O)C(=O)COC(=O)CCC(=O)NCCc1ccc(O)cc1	10	-2	3	-4	1	1	1	0	12
CN(C)C(=O)COc1ccc(S(=O)(=O)c2ccc(OCC(=O)N(C)C)cc2)cc1	6	-4	-7	-5	1	-2	4	-1	-9
CCCC(C(=O)NCc1ccco1)N(C(=O)CNS(=O)(=O)c1ccccc1)C1CCCC1 (stereo not drawn)	-10	0	12	-2	1.1	-2	-15	-14	-1
CCCCCC(=O)Nc1ccccc1N1CCN(c2ccccc2)CC1	-33	-2	8	-1	1.2	0	-21	-16	2
O=C(Nc1cccc(-c2nn[nH]n2)c1)c1ccc(Br)s1	13	-2	13	-1	0.97	6	-21	3	-7
Nc1nnc(SCC(=O)N2CCc3ccccc3C2)s1	5	0	13	-6	0.99	-3	-8	1	7
O=C(Nc1nc2c(F)cc(F)cc2s1)C1COc2ccccc2O1 (stereo not drawn)	26	-4	17	-8	0.92	-5	-4	8	32
Cc1cccc(OC2CCN(Cc3c(C(=O)N4CCCC4)nc4ccccn34)CC2)c1	8	4	-11	-11	0.92	2	2	8	17
CS(=O)(=O)NCc1nnc(SCC(=O)NC2CCCCC2)n1-c1ccc(F)cc1	-11	0	9	-10	0.99	-5	-16	1	-1
CC(C)n1c(S(=O)(=O)O)nc2ccccc21	-9	-3	3	-5	0.99	-2	0	1	-13
CCN(CC)c1ccc(C2C(C(=O)OCCOC(C)C)=C(C)NC3=C2C(=O)CCC3)cc1 (stereo not drawn)	6	0	6	-3	0.98	-3	-8	2	-6
C[C@H](NC(=O)c1nc[nH]c1C(=O)NCC(=O)OC(C)(C)C)C(=O)OC(C)(C)C	7	-2	4	-9	1	-3	-53	-4	8
CCN(CC)c1ccc(C2Nc3cccc4cccc(c34)N2)c(O)c1	19	-5	-3	-4	0.93	1	-5	7	43*
COCCn1c(=NC(=O)c2ccc(S(=O)(=O)N3CCc4ccccc4C3)cc2)sc2cc(S(N)(=O)=O)ccc21	13	0	12	0	0.95	2	-8	5	8
COCCNC(=O)Cc1ccc(Br)cc1	-7	0	9	-1	1	-1	-8	0	16
Cc1ccc(S(=O)(=O)N2CCN(c3ccc([N+](=O)[O-])c4cccnc34)CC2)cc1	8	-4	31	-6	0.96	5	19	4	26
Cc1cc(NNC(=O)c2ccccc2)nc(NNC(=O)c2ccccc2)n1	9	1	-3	-3	0.72	1	-95	28	-11
CN(C)CCN(Cc1cc2cc3c(cc2[nH]c1=O)OCO3)C(=S)NCC1CCCO1 (stereo not drawn)	-5	-2	26	-6	1.1	-4	-24	-6	6
CCOc1cc(C(N)=O)cc(Br)c1OC	7	5	-15	-6	0.97	-1	1	3	7
CCCN1C2CCCC1CC(NC(=O)Nc1cccc(C(C)=O)c1)C2 (stereo not drawn)	5	2	16	-2	1.1	-2	-2	-9	7
CCCCOc1ccc(-c2nnn(CC(=O)NCc3ccco3)n2)cc1	-3	-2	21	6	1.1	-1	-13	-11	21
FC(F)(F)c1cccc(NC(=S)NNC(=S)Nc2ccc(Cl)cc2)c1	59*	-4	14	25	0.88	-3	6	12	-24
O=C(CSc1nnnn1C1CCCC1)N1CCCc2ccccc21	3	-4	-5	-2	1	-1	-18	-2	15
Next entries follow:
SMILES	TIM10 inh	MIN6 prolif	NLRP3 yeast inh	A3G deaminase	mIAP activ	APOBEC3A inh	hIAP block	mIAP block	tim10-1 inh
CSCC[C@H](NC(=O)OC(C)(C)C)c1nnc(SCC(N)=O)o1	5	4	-5	-7	0.98	-4	-4	2	0
Cc1csc(=O)n1CC(=O)OC(C)C(=O)Nc1cccc(Cl)c1 (stereo not drawn)	2	-2	0	-8	0.91	0	4	9	-4
COC(=O)c1cccc(NC(=O)c2ccc[n+]([O-])c2)c1	-8	-1	15	-5	0.9	-8	2	10	-7
CNC(=O)c1ccc(NC(=O)CN2c3cccc4cccc(c34)S2(=O)=O)cc1	-3	2	20	-7	0.97	5	0	3	0
CC(=O)Nc1ccc(S(=O)(=O)N2CCC(C(=O)NC3CCCC3)CC2)cc1	-7	3	3	-5	0.96	-3	5	4	-6
CCCCSCCCNC(=O)c1ccc(CS(=O)(=O)c2ccc(OC)cc2)o1	-5	2	15	-8	1	-4	-8	0	29
COc1ccc(Cl)cc1NC(=O)CN(C)C(=O)c1cccc(S(=O)(=O)N2CCN(C)CC2)c1	6	-5	11	-6	1	17	-8	-1	15
Cc1cc2oc(=O)cc(CN3CCOCC3)c2cc1O	3	0	-12	-9	0.97	-2	-2	3	-2
Cc1nc(N2CCN(c3ccccn3)CC2)c2c(C)c(C(=O)Nc3ccc(Cl)cc3)sc2n1	22	-5	5	4	0.98	2	8	2	18
CCn1cc(-c2n[nH]c(=S)n2-c2ccc(C)cc2Br)c(=O)c2ccc(C)nc21	-7	0	13	14	0.91	1	-3	9	-8
CCN(c1ccccc1)c1nc2nonc2nc1NCCO	-5	-1	3	-9	1.1	0	4	-6	-1
C/C(=N\NC(=O)c1nnn(-c2nonc2N)c1CN(C)c1ccccc1)c1cccs1	9	-4	9	4	0.95	-5	-21	4	23
C/C(=N\NC(=O)C(=O)Nc1cccc(C(F)(F)F)c1)c1ccc(Cl)s1	-5	-3	-10	-3	0.89	-3	4	11	0
O=c1[nH]n(-c2ccc([N+](=O)[O-])cc2)c(=O)c2ccccc12	11	1	7	-7	0.96	4	10	4	-5
CC(C)(C)NC(=O)c1ccc(C(=O)NC(C)(C)C)cc1	-9	-4	7	-7	1	-3	-20	-3	3
CCOC(=O)C1(Cc2ccc(OC)cc2)CCN(C(=O)CC2CCC(=O)N2)CC1 (stereo not drawn)	3	-2	-8	-8	1.1	1	-6	-11	11
Cc1ccc(NS(=O)(=O)c2cccc(C(=O)NNC(=O)NC3CCCCC3)c2)c(C)c1	-6	0	0	-10	0.99	-1	1	1	17
CCOC(=O)N1CCN(c2nc(-c3cccs3)cc(C(F)(F)F)n2)CC1	-18	-2	15	-3	0.99	-1	1	1	9
CCOc1ccc(/C=C2\CCC(C3CCCC3)C2=O)cc1 (stereo not drawn)	8	-2	3	-7	0.92	-3	6	8	7
CC1(C(=O)Nc2nccs2)Cc2ccccc2C(=O)O1 (stereo not drawn)	0	4	9	-5	0.86	1	9	14	4
CCOC(=O)C1=C(C)OC(N)=C(C#N)C1c1c(C)nn(-c2ccc(C)cc2)c1Cl (stereo not drawn)	18	-4	-3	-5	1	-1	5	-4	32
COc1cccc(C(O)c2cnc(C(C)C)n2C)c1 (stereo not drawn)	11	0	4	-6	1	4	-3	-3	7
CCc1ccc(OCC(=O)OCC(=O)c2c(N)n(C)c(=O)n(C)c2=O)cc1	25	3	3	-6	0.98	1	-11	2	13
CN(C)c1ccc(NC(=O)COC(=O)Cn2nnc3ccccc32)cc1	9	0	-4	-5	1	-1	-14	-4	-6
O=C(CSc1n[nH]c(-c2ccccc2Cl)n1)NCc1cccc(C(=O)O)c1	1	0	-3	-8	1	8	8	-1	4

Seven structures from above, arranged by length of the SMILES, high to low.
SMILES	TIM10 inh	MIN6 prolif	NLRP3 yeast inh	A3G deaminase	mIAP activ	APOBEC3A inh	hIAP block	mIAP block	tim10-1 inh
COc1ccc(Cl)cc1NC(=O)CN(C)C(=O)c1cccc(S(=O)(=O)N2CCN(C)CC2)c1	6	-5	11	-6	1	17	-8	-1	15
Cc1ccc(NS(=O)(=O)c2cccc(C(=O)NNC(=O)NC3CCCCC3)c2)c(C)c1	-6	0	0	-10	0.99	-1	1	1	17
C/C(=N\NC(=O)c1nnn(-c2nonc2N)c1CN(C)c1ccccc1)c1cccs1	9	-4	9	4	0.95	-5	-21	4	23
CCOC(=O)C1(Cc2ccc(OC)cc2)CCN(C(=O)CC2CCC(=O)N2)CC1 (stereo not drawn)	3	-2	-8	-8	1.1	1	-6	-11	11
CC(=O)Nc1ccc(S(=O)(=O)N2CCC(C(=O)NC3CCCC3)CC2)cc1	-7	3	3	-5	0.96	-3	5	4	-6
Cc1csc(=O)n1CC(=O)OC(C)C(=O)Nc1cccc(Cl)c1 (stereo not drawn)	2	-2	0	-8	0.91	0	4	9	-4
CCOc1ccc(/C=C2\CCC(C3CCCC3)C2=O)cc1 (stereo not drawn)	8	-2	3	-7	0.92	-3	6	8	7

New compounds follow
SMILES	TIM10 inh	MIN6 prolif	NLRP3 yeast inh	A3G deaminase	mIAP activ	APOBEC3A inh	hIAP block	mIAP block	tim10-1 inh
Cc1cccc(-c2cc(C(=O)Nc3c(C)n(C)n(-c4ccccc4)c3=O)c3ccccc3n2)c1	8	0	8	-4	1.1	1	18	-7	14
CCO[C@@H]1OC(C(=O)N2CCN(Cc3ccc4c(c3)OCO4)CC2)=C[C@H](c2csc3ccccc23)[C@H]1CCCO	-4	-8	0	14	1	3	14	-3	37
CCc1ccccc1N1C(=O)CC(Sc2nccc(C)n2)C1=O (stereo not drawn)	-6	-3	2	-5	1	4	-32	-2	1
COc1ccc(NC(=O)CN(C)C(=O)c2sc3cc(Cl)ccc3c2Cl)cc1	6	-5	12	-12	0.98	-3	0	2	10
CCC(=O)NNC(=O)CCC(=O)Nc1cccc(Cl)c1C	0	1	12	-6	0.74	-4	3	26	-11
CCOc1cc(/C=N\NC(=O)c2ccc(C)nc2)ccc1OC(=O)c1ccc(F)cc1	-4	3	12	1	1	3	13	-1	3
Brc1cccc(OCCN2CCCCC2)c1	11	-3	5	-5	1	1	0	-1	-18
C=CCn1c(=N)c(C(=O)NCCCOC)cc2c(=O)n3ccccc3nc21	-26	-2	2	-10	0.95	-5	-12	5	16
COc1ccc(C(=O)Cn2ccsc2=NC(C)=O)cc1	10	3	2	-4	1	-3	-10	-5	8
CC[C@]1(C(=O)OC)[C@H]2C(=O)N(Cc3ccccc3)C(=O)[C@H]2[C@H]2CN=C(SCc3ccc(C(=O)OC)cc3)N21	4	·	·	0	1	-1	·	-2	25
CCCNC(=O)c1ccc(-c2nn(C)c(=O)c3ccccc23)cc1	-4	-3	25	-3	1.1	-3	18	-8	1

High-throughput results as filed in PubChem BioAssay.

Outcome played no part in choosing rows; about 4.6% have a hit in one of these screens.
